# PglD inh = PglD (C. jejuni) enzyme inhibition. purified PglD enzyme, DTNB colorimetric CoA detection. inhibition, % at 12.5 µM. 0.098% of 360,000 active. AID 602405; in the data active means inhibition above about 16%, passing the limit was not always enough; inconclusive means no clear call, values can overlap the other calls; further: strong numbers were not always called active
# C2C12 statin = protects C2C12 myotubes from simvastatin toxicity. ATP luminescence, 48 h; scaled: DMSO 0, geranylgeraniol control 100. rescue of ATP level, % at 7.49 µM. 0.78% of 330,000 active. AID 602340;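 active means mean ATP rescue above about 67%, or every replicate alone reaching that limit, limit read from the data, passing the limit was not always enough; inconclusive means no clear call, values can overlap the other calls; inactive means mean under the limit and some replicate under it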;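 further: myotubes were challenged with 10 µM simvastatin during compound exposure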
# GSIS activator = primary screen for activators of insulin secretion dependent on glucose, INS-1E cells, GLuc reporter luminescence. 0.61% of 370,000 active. activation, % at 16.6 µM. INS-1E GLuc reporter insulin secretion, 2-3 h;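 active means lowest replicate activation of at least 40%, so every replicate reaches that level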;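 further: 0% = median of neutral control wells and 100% = median of IBMX positive control wells; some compounds called inactive have numbers as strong as hits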
# LGR2 antag = inhibitors of bursicon-induced Drosophila LGR2 receptor cAMP signaling; HEK293 LGR2, CRE-luciferase, bursicon-stimulated, 4 h; inhibition, % at 9.99 µM; 0.35% of 380,000 active; AID 720647;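 active means drop in luminescence signal, shown as inhibition above about 50% in the replicate tests, limit read from the data, passing the limit was not always enough; inconclusive means probably only some replicates passing the limit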;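 further: agonist challenge used bursicon conditioned medium at about half maximal strength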
# PGC1a acetyl inh = PGC1a acetylation modulation, inhibitor mode; U2OS PGC1a acetylation, AlphaScreen anti-acetyl-lysine; with virally co-expressed GCN5 acetyltransferase; inhibition, % at 15.6 µM; 0.17% of 350,000 active; AID 651687;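 active means every replicate shows inhibition of at least 40%; inconclusive means mean inhibition at least 40% but some replicate below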;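 further: 0% = neutral control wells and 100% = positive control wells; some results beyond the cut were filed as inactive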
# ARNT-TACC3 inh = ARNT/TACC3 interaction disruption. Q9Y6A5. AlphaScreen His-ARNT PAS-B/GST-TACC3 binding, luminescence; TACC3 fragment carries E629A point mutation. inhibition, % at 9.99 µM. 0.66% of 390,000 active;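 active means mean inhibition of replicates at least 50% and at least half of replicates each reaching 50%; inconclusive means half or more replicates reach 50% but mean below 50%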;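 further: 0% = complete ARNT plus TACC3 wells and 100% = ARNT alone without TACC3; many hits fall short of the cut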
# Cneo AK release = causes C. neoformans cell lysis | adenylate kinase release luminescence, 4 h; normalised: neutral wells 0, clomiphene wells 100 | lysis activity, % at 15 µM | 0.2% of 360,000 active;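 active means mean lysis activity across replicates of at least 80%, whatever share of replicates individually reach that level; inactive means mean lysis activity below 80%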
#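 Assay system: log-phase C. neoformans yeast / Quantity: yeast cell density of 5 × 10^6 cells/mL / Medium: fresh YPD growth medium / Compound: single dose / Timing: static 4 h at 37 °C with compound, 1 h detection / Measured by: adenylate kinase release luminescence / Read-out: lysis from increased AK signal / Benchmarks: Clomiphene as positive lysis control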
# PAX8 inh HTS = inhibitors of PAX8 transcriptional activity in RMG-I cells; RMG-I TPO-luciferase reporter, SteadyGlo, 24 h; inhibition, % at 12.6 µM; 1.2% of 360,000 active; AID 652154;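 active means mean replicate inhibition at least 60% with every replicate also reaching 60%; inconclusive means only one of the two criteria is met; inactive means mean below 60% and not all replicates reaching 60%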;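 further: luciferase light reporting Pax8 driven TPO promoter activity; plate controls were median of neutral control wells for no effect and mitoxantrone controls for full effect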
# Numbers without * were called inactive; ? = inconclusive; nt = not tested or not shown.
structure	PglD inh	C2C12 statin	GSIS activator	LGR2 antag	PGC1a acetyl inh	ARNT-TACC3 inh	Cneo AK release	PAX8 inh HTS
COc1ccc(-c2nc(CS(=O)CC(=O)NCCC3=CCCCC3)c(C)o2)cc1 (stereo unspecified)	6	10	nt	-39	-6	-29	0	-47
COc1ccc(C(C)=O)cc1COC(=O)c1c(C)noc1C	1	nt	19	nt	-17	-4	0	7
ON=C1c2ccccc2-c2ccc(Br)cc21	-7	-14	nt	nt	-7	1	-3	-17
N#Cc1c(N)n[nH]c1-c1cc2c([nH]1)CCCC2	0	5	nt	nt	nt	2	-1	-1
O=C1CN(Cc2ccccc2)C[C@H]2[C@H](c3ccc(Br)cc3)[C@H](CO)N12	nt	nt	-1	-28	7	nt	nt	1
Cc1ccc(CNC(=O)CCS(=O)(=O)c2ccc(Cl)cc2)cc1	9	nt	32	-12	-2	0	nt	-4
CC(C)NC(=O)N(C)C[C@@H]1Oc2ccc(NC(=O)CCCN(C)C)cc2C(=O)N([C@H](C)CO)C[C@@H]1C	3	0	9	-8	7	-1	58	-4
COc1ccc(C2=CC(=O)C[C@H](c3ccc(Cl)cc3)C2)cc1	5	12	4	-8	nt	12	4	-19
O=C(CCn1c(=O)[nH]c2ccsc2c1=O)N1CCN(c2cccc(Cl)c2)CC1	-3	-9	nt	nt	0	8	12	10
Cc1ccc(S(=O)(=O)N(C)c2ccc(C(=O)N3CCN(Cc4ccc5c(c4)OCO5)CC3)cc2)cc1	0	-32	-31	nt	-28	10	5	nt
CC(C)OC(=O)C(C)Nc1ccc(F)c(Cl)c1 (stereo unspecified)	-5	nt	17	-4	-3	-3	-1	4
COc1ccc(NC(=O)CS(=O)(=O)Cc2nc(-c3ccc(C)cc3)oc2C)cc1	nt	nt	-24	3	nt	-8	nt	6
CCCCCCCCN1[C@@H](CC(=O)OCC)c2cc(F)ccc2S1(=O)=O	9	-3	nt	nt	nt	nt	1	-11
COc1ccc(/C=C/C(=O)N(Cc2cccs2)C2CCS(=O)(=O)C2)cc1 (stereo unspecified)	-4	21	-5	-5	3	-3	-5	-11
O=C(O)c1ccc(/C=N/N2CCN(c3ccccc3)CC2)cc1	6	0	-1	-42	8	-36	7	-84
C=CCNC(=O)c1ccc(-c2ccc([N+](=O)[O-])cc2)o1	6	7	-9	-11	7	nt	2	-6
Cc1onc(-c2c(Cl)cccc2Cl)c1C(=O)NNC(=O)c1c(-c2c(Cl)cccc2Cl)noc1C	-1	-3	-11	-4	7	-2	2	9
Cn1c(SCC(O)c2ccccc2)nnc1-c1ccc2ccccc2c1 (stereo unspecified)	-1	-20	-16	6	-18	-26	1	3
COc1ccc(NC(=O)Nc2cccc3c2O[C@@H](CN(C)Cc2ccc(C(=O)Nc4ccccc4N)cc2)[C@H](C)CN([C@@H](C)CO)C3=O)cc1	nt	nt	13	7	15	nt	nt	-6
O=C(Cn1cnc2scc(-c3ccc(Cl)cc3)c2c1=O)N1CCOCC1	-1	-1	22	13	1	-4	-1	5
CCN1/C(=C2/SC(=S)N(NC(C)=O)C2=O)Sc2ccc(Cl)cc21	-16	-8	-1	8	-4	1	0	-1
CCN(C(=O)COC(=O)c1ccc(OC)c(S(=O)(=O)N2CCCc3ccccc32)c1)C1CCS(=O)(=O)C1 (stereo unspecified)	0	15	1	nt	nt	4	2	12
COC(=O)c1scc(S(=O)(=O)c2ccccc2)c1N	nt	nt	2	-18	30	0	nt	1
NC(=S)Nc1cccc2cc3ccccc3cc12	-8	-35	nt	nt	6	8	-3	nt
O=C(C[C@@H]1CC[C@@H](NC(=O)C2CC2)[C@H](CO)O1)NCC1CC1	0	0	23	8	3	-1	-1	nt
CC/C=C(\NC(C)=O)c1ccccc1	3	0	-5	1	-6	-2	2	5
COCC(C)NC(=O)C1CC(=O)N(CCc2ccc(F)cc2)C1 (stereo unspecified)	-6	-2	2	24	nt	nt	1	8
CC(=O)N1C(C(=O)O)Cc2c([nH]c3ccccc23)C1(C)C (stereo unspecified)	-1	10	1	13	-20	-10	3	13
Cc1ccc(C)c(SCC(=O)Nc2nnc(-c3ccccc3)o2)c1	-1	24	nt	nt	2	-6	0	nt
COc1cccc(NC(=O)Nc2ccc3c(c2)C(=O)N(C)C[C@H](OC)[C@@H](C)CN(CC2CC2)[C@H](C)CO3)c1	-1	3	7	-19	-3	1	-2	-13
C[C@H]1CN([C@@H](C)CO)C(=O)c2cc(C3=CCCCC3)cnc2O[C@H]1CN(C)C(=O)CN1CCOCC1	-2	12	9	-6	-3	-1	-3	nt
O=C(O)c1ccc(/C=C/c2ccc3cccc(O)c3n2)cc1	nt	-5	4	-62	-8	18	nt	-170

# Record cards (already shown). Screens in order: PglD inh, C2C12 statin, GSIS activator, LGR2 antag, PGC1a acetyl inh, ARNT-TACC3 inh, Cneo AK release, PAX8 inh HTS
# `COc1cccc(NC(=O)Nc2ccc3c(c2)C(=O)N(C)C[C@H](OC)[C@@H](C)CN(CC2CC2)[C@H](C)CO3)c1` is listed with -1, 3, 7, -19, -3, 1, -2, -13
# `C[C@H]1CN([C@@H](C)CO)C(=O)c2cc(C3=CCCCC3)cnc2O[C@H]1CN(C)C(=O)CN1CCOCC1` is listed with -2, 12, 9, -6, -3, -1, -3, nt
# `Cc1ccc(C)c(SCC(=O)Nc2nnc(-c3ccccc3)o2)c1` is listed with -1, 24, nt, nt, 2, -6, 0, nt
# `CC(=O)N1C(C(=O)O)Cc2c([nH]c3ccccc23)C1(C)C` (stereo unspecified) is listed with -1, 10, 1, 13, -20, -10, 3, 13
# `COCC(C)NC(=O)C1CC(=O)N(CCc2ccc(F)cc2)C1` (stereo unspecified) is listed with -6, -2, 2, 24, nt, nt, 1, 8

# Next part.
structure	PglD inh	C2C12 statin	GSIS activator	LGR2 antag	PGC1a acetyl inh	ARNT-TACC3 inh	Cneo AK release	PAX8 inh HTS
Cc1ccc(S(=O)(=O)Nc2ccc3c(c2)CC(=O)N([C@H](C)CO)C[C@@H](C)[C@@H](CN(C)S(=O)(=O)c2ccc(Cl)cc2)O3)cc1	0	-27	-6	-10	1	3	0	-2
C[C@@H]1CN([C@H](C)CO)C(=O)c2cc(NC(=O)CCC(F)(F)F)ccc2O[C@H]1CN(C)Cc1ccncc1	1	54	20	-12	6	-3	-4	-4
CCc1ccc(NS(=O)(=O)c2c(C(=O)N3CCOCC3)c(C)n(C)c2C)cc1	-3	2	14	-4	1	-1	0	-10
CCN1CCN(C2=NC(=O)/C(=C/c3ccc(C)o3)S2)CC1	4	3	17	1	-3	3	0	nt
CCN1C(=O)c2n[nH]c(C(=O)OC)c2C1=O	1	5	nt	nt	12	-1	0	nt
O=C1CN(C(=O)COC(=O)COc2ccc3c(c2)CCC3)c2ccccc2N1	-1	1	nt	nt	0	41	2	nt
CCOCCCNC(=O)c1cc(Sc2ccc(F)cc2)nc2ccccc12	nt	nt	11	-3	nt	-2	nt	39
COc1ccc(C)cc1Nc1nc(N)c2cc(OC)c(OC)cc2n1	-2	-15	nt	nt	-5	4	-6	nt
Cc1cc(C)c(C(=O)c2ccc(C(=O)NC(C)(C)C)cc2)c(C)c1	1	4	-27	8	0	1	1	nt
CCS(=O)(=O)c1ccc2c(c1)N(S(C)(=O)=O)CC(C(=O)NC1CC1)O2 (stereo unspecified)	3	-25	nt	nt	4	0	0	nt
CO[C@H](CN(C)C(=O)C1CCOCC1)[C@@H](C)CN(C(=O)Nc1ccc(F)cc1)[C@@H](C)CO	5	-6	4	-9	4	-5	0	nt
CCCNC(=O)C[C@H]1CC[C@@H]2[C@H](COC[C@H](O)CN2CC2CCCCC2)O1	1	0	1	2	-2	0	0	nt
Cc1[nH]c2ccccc2c1C1(O)C(=O)N(C(C)C)c2ccccc21 (stereo unspecified)	1	9	nt	nt	21	2	2	34
Cc1c(OCC(=O)OC(C)C)ccc2c3c(c(=O)oc12)CCC3	-3	-4	nt	nt	nt	-2	4	nt
CCC(CC)NC(=O)CSc1nnc(-c2ccc(OC)cc2)n1C(C)C	5	3	nt	nt	2	18	0	nt
COc1cc(NC(=O)C2CCCN(S(=O)(=O)c3cnc[nH]3)C2)cc(OC)c1 (stereo unspecified)	0	-4	-1	4	-8	-6	0	-13
CCOC(=O)N1CCc2c(sc3c2c(=O)n(Cc2ccccc2)c(=O)n3Cc2cccc(C)c2)C1	-4	6	nt	nt	-6	-5	4	17
CN(C)CCOc1ccc2ccccc2c1	0	-4	11	-23	-2	-2	4	-5
CCCOc1ccc(N2C(=O)CC(N(CCc3ccccc3)C(=O)c3ccccc3)C2=O)cc1 (stereo unspecified)	nt	nt	32	13	nt	-4	nt	-9
O=C(C[C@H]1C[C@@H]2c3cc(NC(=O)Nc4ccccc4F)ccc3O[C@@H]2[C@H](CO)O1)NCC(F)(F)F	4	2	3	-8	-13	-6	5	1
C[C@@H]1CCCCO[C@@H](CN(C)S(C)(=O)=O)[C@H](C)CN([C@@H](C)CO)C(=O)c2cc(NS(=O)(=O)c3ccc(Cl)cc3)ccc2O1	5	42	-3	-5	-15	2	-4	-14
CCOC1=NN(c2ccc(Cl)cc2)C(=O)/C1=C\N(C)C	nt	nt	8	-2	nt	11	nt	-166
CCc1nnc2n1N=C(c1ccc(Br)cc1)CS2	1	12	29	-6	nt	1	0	8
OCCN1CCN(c2ncnc3c2ncn3[C@H]2CN(Cc3ccc4c(c3)OCO4)C[C@@H](CO)O2)CC1	-1	12	nt	-5	-6	nt	-1	-1
CC1C(C)C(O)(c2ccccc2)CCN1C (stereo unspecified)	-1	11	7	nt	-5	0	0	2
CCOC(=O)c1ccc(NC(=O)CSc2nnc(-c3cccs3)n2CC)cc1	-3	-5	27	5	-15	-7	-4	nt
O=C(O)c1ccc2c(c1)C(=O)N(Cc1ccco1)C2=O	8	0	-13	-3	-5	1	0	9
CCC(=O)N1CC(=O)N2[C@@H](CO)[C@@H](c3ccc(C#CC4CCCCC4)cc3)[C@@H]2C1	nt	nt	-8	-1	0	nt	nt	16
COc1ccccc1C1(CC(=O)O)CCOC(C)(C)C1 (stereo unspecified)	5	10	nt	nt	-2	-4	0	nt
Cn1cnc(S(=O)(=O)N2C[C@@H](O)COC[C@H]3O[C@H](CC(=O)NC4CCCC4)CC[C@@H]32)c1	4	-5	24	?	-1	-3	-3	6
CO[C@@H]1CN(C)C(=O)c2cc(NS(C)(=O)=O)ccc2OC[C@@H](C)N(C(=O)c2ccc3c(c2)OCO3)C[C@H]1C	-2	-12	15	4	10	-11	0	1
C=CCNC(=O)CN(c1cccc(Br)c1)S(C)(=O)=O	-5	10	nt	nt	4	-3	-1	7
